# PfGluPho inh = PfG6PD enzyme inhibitors, primary screen, biochemical, fluorescence intensity, uHTS; PfGluPho enzyme, NADPH resazurin-diaphorase fluorescence; inhibition, % at 20 µM; 0.78% of 350,000 active; AID 504690, 2011;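 active = inhibition reaching at least a set limit at 20 µM in the primary screen, cut at about 59% in these data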;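 also: 0% = DMSO wells with substrate and 100% = DMSO wells lacking glucose-6-phosphate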
# NLRP3 yeast inh = NALP3 inflammasome inhibitors in reconstituted yeast, primary screen, luminescence, uHTS; Yeast reconstituted NLRP3/ASC/caspase-1, beta-gal luminescence, 24 h; inhibition, % at 10 µM; 0.39% of 330,000 active; AID 2825, 2010;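 active = inhibition of 50% or more; inactive = inhibition below 50%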;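 also: plate controls were induced DMSO wells for no effect and uninduced yeast grown without galactose for full effect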
# SENP6 block = SENP6 protease inhibitors, primary screen, biochemical, luminescence, uHTS; Sentrin-specific protease 6 (Homo sapiens), Q9GZR1; Recombinant SENP6 catalytic domain, aminoluciferin luminescence; inhibition, % at 10 µM; 1.8% of 330,000 active;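 active = inhibition above about 50% at the single tested dose, limit read from the data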;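 also: plate controls were DMSO wells with enzyme for no effect and DMSO wells lacking enzyme for full effect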
# Apaf1 inhib = inhibitors of human Apaf-1 apoptosome, primary screen, biochemical, DEVD-Rh110 fluorescence, uHTS | Apoptotic protease-activating factor 1 (Homo sapiens), O14727 | reconstituted apoptosome caspase-3 activity | inhibition, % at 20 µM | 0.71% of 330,000 active | AID 489030, 2010; active = inhibition of at least 40% at 20 µM;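 also: plate controls were DMSO wells for no effect and DEVD-CHO caspase inhibitor wells for full effect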
#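 Material: biochemical Apaf-1 apoptosome reconstitution. Medium: Hepes buffer, pH 7.5. Also added: cytochrome c activation, bis-DEVD rhodamine 110 substrate. Timing: 30 min compound preincubation, 50 min activation, room temperature. Measured by: rhodamine 110 fluorescence at Ex 480/Em 540 nm.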
# SENP1 FRET inh = human SENP1 catalytic domain inhibitors, primary screen, biochemical, FRET, uHTS | inhibition, % at 10 µM | Sentrin-specific protease 1 (Homo sapiens), Q9P0U3 | recombinant SENP1 catalytic domain, CyPet-SUMO1-YPet FRET cleavage | 0.21% of 360,000 active;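 active = inhibition at least 30% at 10 µM, raw YFP signal under a set limit, fluorescence ratio 0.5 to 1.5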;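 also: 0% = enzyme with DMSO and 100% = no enzyme wells; some results filed as inactive read as strong as hits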
#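 Assay system – human recombinant His6-tagged SENP1 catalytic domain enzyme · Input – SENP1 enzyme, 20 pM final · Buffer or medium – Tris pH 8 buffer plus EDTA, NaCl, BME, BSA, NP40, catalase · Schedule – 50 min reaction at room temperature · Technique – FRET read of cyan and yellow fluorescence · Control set – no-enzyme wells low, DMSO-plus-enzyme wells high control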
# SENP7 block = SENP7 protease inhibitors, primary screen, biochemical, luminescence, uHTS; recombinant SENP7, Z-RLRGG-aminoluciferin luminescence, 40 min; 1.5% of 330,000 active; inhibition, % at 5 µM;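 active = inhibition above about 50% at the single test dose, limit read from the data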;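 also: plate controls were DMSO with enzyme for no effect and no enzyme buffer wells for full effect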
# SENP8 block-1 = SENP8 protease inhibitors, primary screen, biochemical, luminescence; purified SENP8, Z-RLRGG-aminoluciferin cleavage; inhibition, % at 10 µM; 1.2% of 330,000 active; AID 2540, 2010; Sentrin-specific protease 8 (Homo sapiens), Q96LD8; in the data active = inhibition above about 50%
# SENP8 block-2 = human SENP8 protease inhibitors, primary screen, biochemical, fluorescence, Nedd8 protein substrate, uHTS | Sentrin-specific protease 8 (Homo sapiens), Q96LD8 | recombinant SENP8 | inhibition, % at 20 µM | 0.64% of 360,000 active | AID 602440, 2012; in the data active = inhibition mostly above about 40%, no sharp cut-off; inactive = mostly below about 27%
# HKDC1 inhibitor = HKDC1 hexokinase inhibitors, primary screen, biochemical, fluorescence, uHTS | Q2TB90 | recombinant HKDC1, G6PDH/diaphorase resazurin coupled fluorescence | inhibition, % at 20 µM | 0.16% of 340,000 active;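 active = inhibition above about 35% when tested at 20 µM, limit read from the data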;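 also: plate controls were DMSO wells with enzyme for no effect and DMSO wells lacking enzyme for full effect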
# Target sequence (Q2TB90 whole entry, looked up): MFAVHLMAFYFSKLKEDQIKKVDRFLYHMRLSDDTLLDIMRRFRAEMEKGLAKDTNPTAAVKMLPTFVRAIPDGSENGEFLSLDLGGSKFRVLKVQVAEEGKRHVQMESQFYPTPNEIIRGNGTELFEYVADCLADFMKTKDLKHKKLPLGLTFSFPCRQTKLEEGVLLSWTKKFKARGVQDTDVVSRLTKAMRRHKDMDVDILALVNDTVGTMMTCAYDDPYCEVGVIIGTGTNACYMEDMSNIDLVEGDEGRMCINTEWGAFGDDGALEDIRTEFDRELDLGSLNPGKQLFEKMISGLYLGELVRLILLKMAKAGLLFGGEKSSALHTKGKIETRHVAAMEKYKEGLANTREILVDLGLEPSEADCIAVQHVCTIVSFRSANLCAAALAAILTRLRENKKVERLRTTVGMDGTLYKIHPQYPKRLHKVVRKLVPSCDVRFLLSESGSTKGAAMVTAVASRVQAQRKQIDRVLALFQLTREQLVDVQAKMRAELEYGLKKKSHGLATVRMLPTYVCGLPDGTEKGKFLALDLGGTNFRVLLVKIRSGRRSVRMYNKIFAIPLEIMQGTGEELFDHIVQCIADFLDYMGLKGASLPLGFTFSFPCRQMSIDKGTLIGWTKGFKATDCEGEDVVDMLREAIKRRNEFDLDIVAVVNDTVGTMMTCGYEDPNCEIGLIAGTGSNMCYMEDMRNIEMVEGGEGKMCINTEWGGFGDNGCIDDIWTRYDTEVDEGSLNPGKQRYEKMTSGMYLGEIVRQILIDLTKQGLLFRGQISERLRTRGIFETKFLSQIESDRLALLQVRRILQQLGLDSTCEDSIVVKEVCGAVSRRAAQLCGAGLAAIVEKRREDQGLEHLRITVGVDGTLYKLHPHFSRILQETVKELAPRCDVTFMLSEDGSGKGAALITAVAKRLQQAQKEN
#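 test system = in-house recombinant HK5 (HKDC1) enzyme | amount = HKDC1 at 5 µg/mL | control set = DMSO-enzyme wells negative, buffer-substituted wells positive | compound = one dose of 20 µM, 1% DMSO | schedule = reaction time 90 min, room temperature, protected from light | technique = resorufin fluorescence at 613 nm | reagent = glucose with 1 mM ATP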
# * = called active by the depositor; nt = not tested or not shown.
Molecule	PfGluPho inh	NLRP3 yeast inh	SENP6 block	Apaf1 inhib	SENP1 FRET inh	SENP7 block	SENP8 block-1	SENP8 block-2	HKDC1 inhibitor
Cc1ccc(-n2nc(C)c3c(C)c(CCC(=O)NCCCOC(C)C)c(C)nc32)cc1	-6	25	-5	7	0	5	-7	-270	0
O=C(COC(=O)c1cccs1)Nc1cccc(S(=O)(=O)N2CCOCC2)c1	-9	-2	-5	-8	0	1	-3	39	16
COc1ccc(OCC(=O)N/N=C/c2ccc(OC)c(OC)c2C(=O)O)cc1	-16	-1	-8	-2	0	-3	-10	6	-5
Cc1ccc(/C(N)=N/OC(=O)CCCc2ccccc2)cc1	14	1	-10	12	2	-13	-10	10	1
Cc1[nH]c2ccccc2c1/C=N\NC(=O)c1ccco1	-8	6	0	-5	2	-1	-3	-80	-6
CCOc1ccccc1-c1cc(C(=O)N/N=C(\C)c2cccnc2)c2ccccc2n1	-24	13	-13	22	0	-4	-1	-148	-3
CCOC(=O)c1nc(Nc2ccccc2C)c2ccccc2n1	2	-1	-14	12	-1	-7	-3	-12	-8
CCn1c(SCC(=O)Nc2ccc(NC(=O)c3cccs3)cc2)nnc1-c1cccnc1	-3	13	-22	-1	0	11	-8	18	-3
O=C(Cc1ncc(C(F)(F)F)cc1Cl)NCc1cccnc1	13	7	-10	3	-22	5	7	-2	-28
Cc1sc(N)c(C(=O)c2ccccc2)c1C	42	3	-9	6	-1	-2	6	-2	-3
CCOc1ccc(C(=O)NC2CCN(C(=S)Nc3ccccc3C)CC2)cc1	-14	12	-4	-8	2	2	-6	8	3
COc1ccc(C2(CNC(=O)Cc3ccc(OC)c(OC)c3)CCOCC2)cc1	-9	17	-9	3	4	2	-4	6	-5
CS(=O)(=O)N(CC(=O)O)c1ccc2c(c1)OCO2	1	6	-6	-7	0	-1	-5	18	-2
Oc1ccccc1C=NNC(=S)NN=Cc1ccccc1O	-25	nt	nt	nt	-35	nt	nt	-31	-33
CCOc1ccc(-n2c(SCC(N)=O)nc3sc4c(c3c2=O)CCN(C)C4)cc1	22	2	-3	-13	-66	9	-4	-205	-4
CCN(CC)c1ccc(C2C3CCCCC3(O)CCN2CC(=O)N2CCCCC2)cc1 (stereo not drawn)	7	-2	-12	5	1	7	-1	8	1
O=C(Nc1ncnc2sc3c(c12)CCCCC3)c1ccc(F)cc1	14	15	-4	19	0	-10	-8	-22	4
COc1ccc(C(c2nnnn2C2CCCCC2)N2CCN(C)CC2)c(OC)c1 (stereo not drawn)	-1	-10	-3	-4	3	4	0	6	0
C/C(=N\NC(=O)c1c(C)nc2ccccn12)c1cccc([N+](=O)[O-])c1	-17	-1	-6	-3	-4	1	0	12	-5
CNS(=O)(=O)c1cccc(C(=O)Nc2cccc(Cl)c2)c1	16	5	26	-4	-1	17	-10	19	2

# Compound profiles (already shown).
# CS(=O)(=O)N(CC(=O)O)c1ccc2c(c1)OCO2 reads PfGluPho inh: 1; NLRP3 yeast inh: 6; SENP6 block: -6; Apaf1 inhib: -7; SENP1 FRET inh: 0; SENP7 block: -1; SENP8 block-1: -5; SENP8 block-2: 18; HKDC1 inhibitor: -2
# COc1ccc(C2(CNC(=O)Cc3ccc(OC)c(OC)c3)CCOCC2)cc1 reads PfGluPho inh: -9; NLRP3 yeast inh: 17; SENP6 block: -9; Apaf1 inhib: 3; SENP1 FRET inh: 4; SENP7 block: 2; SENP8 block-1: -4; SENP8 block-2: 6; HKDC1 inhibitor: -5

# (continued)
Molecule	PfGluPho inh	NLRP3 yeast inh	SENP6 block	Apaf1 inhib	SENP1 FRET inh	SENP7 block	SENP8 block-1	SENP8 block-2	HKDC1 inhibitor
CNC(=O)Nc1ccccc1C(=O)NCc1ccccc1	-5	20	0	-1	2	2	-2	-28	-1
Cc1ccc(C)c(SCC(=O)NC(=O)Nc2ccc3c(c2)OCCO3)c1	5	15	-10	4	2	2	-2	38	-8
COc1ccc(S(=O)(=O)N2CCOC2CNC(=O)C(=O)NCCc2ccc(OC)c(OC)c2)cc1C (stereo not drawn)	-7	-1	3	12	0	-6	-3	12	6
O=C(c1cccs1)N1CCN(S(=O)(=O)c2ccc(F)cc2)CC1	-13	-20	-3	3	nt	3	2	nt	1
CSc1ccccc1NC(=O)COC(=O)Cn1cc(C(F)(F)F)ccc1=O	11	7	0	7	1	-8	-8	18	-1
CC(C)(C)C(=O)NC(=S)Nc1ccc(Cl)c(C(=O)O)c1	0	17	-3	8	1	-10	-6	7	-10
CC(C)(C)NC(=O)CN(C(=O)C1CSC(=O)C1)c1ccc2c(c1)OCCO2 (stereo not drawn)	-2	-8	9	-4	0	-1	2	9	-12
COc1ccc(OCc2nnc(SCC(N)=O)n2N)cc1	-6	5	2	-6	3	1	-2	16	-8
CC1CN(C(=O)c2cc(COc3c(F)cccc3F)on2)CCN1C (stereo not drawn)	-12	-3	10	-3	0	-6	-7	-1	-2
CCOC(=O)[C@H]1[C@H]2COc3ccccc3[C@@H]2N2C(=O)c3cc(OC)ccc3NC(=O)[C@@]12C	-1	-3	-20	16	7	-16	-19	-71	-3
O=C1CCN(Cc2nc(-c3ccc(Cl)cc3)no2)CCN1	4	-9	-5	-12	-1	-7	-3	14	-2
O=C1[C@H]2[C@@H](c3ccc(F)cc3)N3C(=O)N(c4cccc(F)c4)C(=O)[C@@]3(Cc3ccccc3)[C@H]2C(=O)N1C1CCCCC1	-1	13	5	14	1	-9	-1	6	-8
CCOC(=O)c1c(NC(C)=O)sc2c1C1CCN2CC1	5	16	-19	6	0	-7	-11	-16	0
CC1(C)CC(=O)C(=C2SCCCS2)C(=O)C1	-7	7	5	-4	-1	-3	-6	21	-9
CCn1c(CNc2ccccc2Cl)nnc1SCC(=O)NCc1ccccc1	-2	-2	-12	-20	1	-2	-3	2	-12
O=C(COc1ccccc1C(=O)NCc1ccccn1)Nc1ccc(Br)cc1	21	13	-5	5	2	3	1	4	-8
COc1ccc(C(C)=NNc2ccc([N+](=O)[O-])cc2S(=O)(=O)Nc2ccccc2C(=O)O)c(OC)c1	1	18	8	15	-29	12	14	-55	6
Cc1nn(CCO)c(N)c1C1(O)C(=O)Nc2c(Cl)cc(Cl)cc21 (stereo not drawn)	7	0	-22	2	0	3	2	-5	-6
O=C(N/N=C1\C/C(=N\NC(=O)c2ccncc2)c2ccccc21)c1ccncc1	6	23	85*	93*	22	37	64*	98*	2
CC(C)CCN(CCC(C)C)C/C(O)=C(\C#N)c1nc(-c2ccccc2)cs1	1	4	-15	-21	-25	2	1	0	1

# (cont.)
Molecule	PfGluPho inh	NLRP3 yeast inh	SENP6 block	Apaf1 inhib	SENP1 FRET inh	SENP7 block	SENP8 block-1	SENP8 block-2	HKDC1 inhibitor
O=C(NC(NC(=S)Nc1ccccc1)C(Cl)(Cl)Cl)c1cccc(Cl)c1 (stereo not drawn)	11	34	-41	7	-3	0	8	-26	0
CC1CCN(CCCNC(=O)CN2C(=O)CSc3ccc(S(=O)(=O)N4CCC(C)CC4)cc32)CC1	-1	7	1	15	1	-18	-6	15	-8
Cc1nc(SCCC(C)C)c([N+](=O)[O-])[nH]1	-9	5	-1	7	3	-1	2	33	0
Cc1cc(NC(=O)C2(c3ccccc3)CCCC2)no1	8	15	11	12	1	-1	3	27	-6
CCCN1Cc2cc(OC)ccc2-c2ccccc2S1(=O)=O	-7	nt	nt	12	3	1	nt	17	7
CC1CCN(C(=O)c2[nH]cnc2C(=O)N[C@@H](Cc2ccccc2)C(=O)OC(C)(C)C)CC1	-1	1	-4	5	-1	-9	-13	13	-3
CN(CCc1ccccn1)Cc1ccc(Cl)cc1Cl	-8	14	7	-15	-1	0	-1	14	-5
O=C(O)c1ccccc1-c1ccccc1C(=O)Nc1nccs1	-4	9	-5	-3	0	-5	-4	9	-2
O=S(=O)(c1ccc(NC(=S)NCc2ccco2)cc1)N1CCCC1	-10	-30	-9	9	-1	-8	-8	5	-6
COc1cc2nc(N(CCCN(C)C)C(=O)c3ccc(S(=O)(=O)N4CCc5ccccc5C4)cc3)sc2cc1OC	8	4	-4	30	1	-5	3	15	7
CCOc1cc(/C=C(/C#N)c2ccc(Cl)cc2)cc(Cl)c1OCC(=O)O	-19	nt	nt	nt	-1	nt	nt	-95	19
Cc1noc2ncnc(N3CCCCC3)c12	1	16	-9	-11	-1	-6	2	12	2
COc1ccc(N2C(=O)CC(N(CCc3ccc(S(N)(=O)=O)cc3)C(=S)Nc3ccccc3)C2=O)cc1 (stereo not drawn)	0	9	9	-10	0	2	5	21	2
CSc1nncc(-c2ccc(F)c(F)c2)n1	10	-7	-14	12	1	-11	-13	17	-4
CC(Cc1nnc(N)s1)c1ccccc1 (stereo not drawn)	8	-1	6	-2	1	-3	3	4	1

# Shown with values under each structure: part of the list above
# Fields – PfGluPho inh, NLRP3 yeast inh, SENP6 block, Apaf1 inhib, SENP1 FRET inh, SENP7 block, SENP8 block-1, SENP8 block-2, HKDC1 inhibitor
> CC1CCN(CCCNC(=O)CN2C(=O)CSc3ccc(S(=O)(=O)N4CCC(C)CC4)cc32)CC1
    -1, 7, 1, 15, 1, -18, -6, 15, -8
> Cc1nc(SCCC(C)C)c([N+](=O)[O-])[nH]1
    -9, 5, -1, 7, 3, -1, 2, 33, 0
> Cc1cc(NC(=O)C2(c3ccccc3)CCCC2)no1
    8, 15, 11, 12, 1, -1, 3, 27, -6
> CCCN1Cc2cc(OC)ccc2-c2ccccc2S1(=O)=O
    -7, nt, nt, 12, 3, 1, nt, 17, 7
> CC1CCN(C(=O)c2[nH]cnc2C(=O)N[C@@H](Cc2ccccc2)C(=O)OC(C)(C)C)CC1
    -1, 1, -4, 5, -1, -9, -13, 13, -3
> CN(CCc1ccccn1)Cc1ccc(Cl)cc1Cl
    -8, 14, 7, -15, -1, 0, -1, 14, -5

# SENP6 block, entries above that show a hit
structure	PfGluPho inh	NLRP3 yeast inh	SENP6 block	SENP1 FRET inh	SENP7 block	HKDC1 inhibitor
O=C(N/N=C1\C/C(=N\NC(=O)c2ccncc2)c2ccccc21)c1ccncc1	6	23	85*	22	37	2
